STAT3 blocker: STAT3 signaling inhibition | inhibition, % at 5.5 µM | 190,000 tested, 0.89% active | U3A cells, IL-6 STAT3-luciferase reporter, luminescence; host cell line lacks STAT1 | AID 862;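 active means inhibition above the mean inhibition across all screened compounds plus 3 SD, cut at about 44% in these data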;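 further: 0% = DMSO only wells and 100% = 100 µM nifuroxazide control wells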
Diaphorase act: activates diaphorase or chemically reduces, flagging diaphorase assay artifacts; Diaphorase/resazurin coupled assay, resorufin fluorescence, 16 min; hits give high values; 1 = vehicle wells, 0 = NADH-free wells; activation factor at 20 µM; 190,000 tested, 0.005% active; AID 1229;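 active means diaphorase activity raised at least twofold by the compound at 20 µM; inactive means activation factor below 2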
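Assay system: Purified diaphorase enzyme from Clostridium kluyveri | Amount: Enzyme 0.07 U/mL final | Dosing: Compound 20 µM once, DMSO 1% | Timing: 16 min reaction at room temperature | Detection: Fluorescence, excitation 544 nm and emission 590 nm | Evaluation: Higher resorufin formation from activation or reduction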
Hsp70 act: Hsp70 transcriptional activation, primary screen; HeLa Hsp70 promoter luciferase reporter, luminescence; scaled: vehicle 0, proteasome-inhibitor control 100%; activation, % at 10 µM; 200,000 tested, 0.04% active; AID 1203;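 active means activation above the mean across all tested compounds plus 3 SD, cutoff set per campaign, cut at about 5.5% in these data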;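 further: 100% = MG132 at 30 µM as the positive control and 0% = DMSO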
APP 5UTR inh: APP translation inhibition | inhibition, % at 2 µM | 190,000 tested, 0.82% active | SH-SY5Y APP 5'UTR-luciferase reporter, luminescence;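 active means inhibition above a set limit, derived from the sample mean plus 3 SD, cut at about 45% in these data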; further: values of inactives mirror those of a sister screen read the other way
STAT3 act: increases IL-6 driven STAT3 reporter signal | U3A cells, IL-6 STAT3-luciferase reporter, luminescence; 100% = signal with IL-6 EC80 alone | activation (% of control), % at 5.6 µM | 190,000 tested, 0.91% active;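 active means activation above the screen-wide mean of compound activation plus 3 SD, cut at about 130% in these data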;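 further: 0% = background luminescence of wells with medium and substrate only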
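Test system: Human STAT1-deficient U3A cells with stable STAT3-luciferase reporter | Also added: Interleukin-6, 33 ng/mL | Timing: Compound pre-incubation 1 h before IL-6, then 6 h stimulation at 37 °C | Technique: Luciferase reporter luminescence | Read-out: Percent of IL-6-only median luminescence | Benchmarks: IL-6-only wells as 100% reference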
STAT1 blocker: inhibitors of IFN-gamma induced STAT1 signaling; NIH 3T3 STAT1-luciferase reporter, luminescence; inhibition, % at 5.5 µM; 200,000 tested, 0.35% active; AID 920;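 active means inhibition above a set limit, the mean inhibition across all tested compounds plus 3 SD, cut at about 34% in these data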;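 further: 0% = IFN-gamma with DMSO and 100% = IFN-gamma with 300 µM nifuroxazide; values of inactives mirror those of a sister screen read the other way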
TLR4-MyD88 BLA: inhibitors of human TLR4-MyD88 binding; HeLa CL3-4 TLR4/MyD88 BLA complementation, FRET ratio; inhibition, % at 8.4 µM; 200,000 tested, 0.18% active; AID 861; in the data active means inhibition above about 25%;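 further: 0% = vehicle and 100% = reference inhibitor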
Target sequence (O00206 whole entry, looked up): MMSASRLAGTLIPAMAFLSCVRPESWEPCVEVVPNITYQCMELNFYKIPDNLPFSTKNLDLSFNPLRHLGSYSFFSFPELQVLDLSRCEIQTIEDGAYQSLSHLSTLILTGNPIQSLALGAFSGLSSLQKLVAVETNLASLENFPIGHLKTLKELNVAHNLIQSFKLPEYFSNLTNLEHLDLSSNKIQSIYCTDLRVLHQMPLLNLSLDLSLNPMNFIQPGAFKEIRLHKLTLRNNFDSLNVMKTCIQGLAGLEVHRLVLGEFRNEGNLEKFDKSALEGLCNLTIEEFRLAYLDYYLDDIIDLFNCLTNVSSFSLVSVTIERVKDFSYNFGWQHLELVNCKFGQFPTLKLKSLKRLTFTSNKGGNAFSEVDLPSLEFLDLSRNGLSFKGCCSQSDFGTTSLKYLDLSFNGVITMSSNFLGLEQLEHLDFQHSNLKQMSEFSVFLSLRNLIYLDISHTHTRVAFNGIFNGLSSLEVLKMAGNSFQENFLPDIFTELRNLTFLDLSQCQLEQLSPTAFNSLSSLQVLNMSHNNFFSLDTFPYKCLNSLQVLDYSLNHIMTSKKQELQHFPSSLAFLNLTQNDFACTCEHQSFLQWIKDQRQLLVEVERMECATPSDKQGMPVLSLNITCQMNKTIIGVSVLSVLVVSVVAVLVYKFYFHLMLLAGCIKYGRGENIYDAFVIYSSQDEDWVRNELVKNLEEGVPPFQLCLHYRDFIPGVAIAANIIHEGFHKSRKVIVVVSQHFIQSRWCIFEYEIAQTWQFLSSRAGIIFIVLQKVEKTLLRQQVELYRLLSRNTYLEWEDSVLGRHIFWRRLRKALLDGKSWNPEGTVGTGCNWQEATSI
Target sequence (Q99836 whole entry, looked up): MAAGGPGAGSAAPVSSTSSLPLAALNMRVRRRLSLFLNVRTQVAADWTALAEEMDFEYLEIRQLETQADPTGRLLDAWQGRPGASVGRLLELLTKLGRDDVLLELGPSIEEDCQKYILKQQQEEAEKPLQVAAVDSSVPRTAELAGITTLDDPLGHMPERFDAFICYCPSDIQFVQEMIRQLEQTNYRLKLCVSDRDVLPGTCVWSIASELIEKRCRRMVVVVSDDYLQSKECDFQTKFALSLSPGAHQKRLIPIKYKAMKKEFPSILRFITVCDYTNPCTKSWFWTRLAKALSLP
G6PDH CS: counter-screen for G6PDH assay hits: L. mesenteroides G6PDH inhibition | Purified L. mesenteroides G6PDH, diaphorase/resazurin coupled fluorescence, 45 min | inhibition, % at 5 µM | 200,000 tested, 0.12% active | AID 1020; in the data active means inhibition above about 50%
STAT1 activator: STAT1 signaling activation; NIH 3T3 STAT1-luciferase reporter, IFN-gamma, luminescence; 100% = IFN-gamma alone, no compound; 200,000 tested, 2.6% active; AID 932; activation (% of control), % at 5.5 µM;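 active means activation above the screen-wide mean activation plus 3 SD, cut at about 130% in these data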;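 further: raw ratio to IFN-gamma control signal so 100% means no change and 0% no light; values of inactives mirror those of a sister screen read the other way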
Diaphorase inh: diaphorase inhibition or chemical oxidation counter-screen | diaphorase resazurin-to-resorufin fluorescence, NADH, 16 min; bacterial (C. kluyveri) enzyme, not human | inhibition, % at 20 µM | 190,000 tested, 0.69% active | AID 1217;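 active means primary screen inhibition at 20 µM above a set limit, cut at about 50% in these data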;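 further: plate controls were DMSO with full reaction for no effect and wells lacking NADH for full effect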
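material = Clostridium kluyveri diaphorase enzyme | amount = 0.14 U/mL diaphorase, enzyme working solution | schedule = incubation 16 min, room temperature | detection = fluorescence of resorufin formed from resazurin, Ex 544/Em 590 nm | benchmarks = positive control minus NADH, DMSO neutral control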
Active calls of the source: *. Compounds as they come, and some 6.1% of all compounds hit somewhere here.

The opening three compounds, ahead of the listing:
What do the screens show for `Cc1ccc(N2CC(C(=O)N/N=C/c3cccc([N+](=O)[O-])c3)CC2=O)cc1` (configuration not stated)?
STAT3 blocker: 12; Diaphorase act: 0.9; Hsp70 act: -0.4; APP 5UTR inh: -3; STAT3 act: 92; STAT1 blocker: -6; TLR4-MyD88 BLA: -2; G6PDH CS: -37; STAT1 activator: 106; Diaphorase inh: 15

Results for COc1ccc2oc(-c3ccc(C)c(NC(=O)c4ccc(N5CCOCC5)c([N+](=O)[O-])c4)c3)nc2c1 ?
STAT3 blocker: 6; Diaphorase act: 0.9; Hsp70 act: 0.2; APP 5UTR inh: -102; STAT3 act: 104; STAT1 blocker: -18; TLR4-MyD88 BLA: 8; G6PDH CS: -8; STAT1 activator: 116; Diaphorase inh: 7

Results for O=C(CSc1ncc(-c2ccc(F)cc2)[nH]1)Nc1cccc(O)c1 ?
STAT3 blocker: 3; Diaphorase act: 0.7; Hsp70 act: -0.3; APP 5UTR inh: -3; STAT3 act: 100; STAT1 blocker: 13; TLR4-MyD88 BLA: 3; G6PDH CS: 4; STAT1 activator: 88; Diaphorase inh: 26

Main list (from the top)
What do the screens show for `Cc1ccc(N2CC(C(=O)N/N=C/c3cccc([N+](=O)[O-])c3)CC2=O)cc1` (configuration not stated)?
STAT3 blocker: 12; Diaphorase act: 0.9; Hsp70 act: -0.4; APP 5UTR inh: -3; STAT3 act: 92; STAT1 blocker: -6; TLR4-MyD88 BLA: -2; G6PDH CS: -37; STAT1 activator: 106; Diaphorase inh: 15

Results for COc1ccc2oc(-c3ccc(C)c(NC(=O)c4ccc(N5CCOCC5)c([N+](=O)[O-])c4)c3)nc2c1 ?
STAT3 blocker: 6; Diaphorase act: 0.9; Hsp70 act: 0.2; APP 5UTR inh: -102; STAT3 act: 104; STAT1 blocker: -18; TLR4-MyD88 BLA: 8; G6PDH CS: -8; STAT1 activator: 116; Diaphorase inh: 7

Results for O=C(CSc1ncc(-c2ccc(F)cc2)[nH]1)Nc1cccc(O)c1 ?
STAT3 blocker: 3; Diaphorase act: 0.7; Hsp70 act: -0.3; APP 5UTR inh: -3; STAT3 act: 100; STAT1 blocker: 13; TLR4-MyD88 BLA: 3; G6PDH CS: 4; STAT1 activator: 88; Diaphorase inh: 26

Results for Cc1ccccc1-c1nc(-c2ccc(NC(=O)c3ccc(Br)o3)cc2)no1 ?
STAT3 blocker: 14; Diaphorase act: 0.8; Hsp70 act: -0.1; APP 5UTR inh: -29; STAT3 act: 91; STAT1 blocker: -19; TLR4-MyD88 BLA: 11; G6PDH CS: -5; STAT1 activator: 116; Diaphorase inh: 16

What do the screens show for `CCOC(=O)c1cc(-c2ccccc2)n(CC(=O)Nc2cccc(OC)c2)c1C`?
STAT3 blocker: -8; Diaphorase act: 0.8; Hsp70 act: -0.6; APP 5UTR inh: -8; STAT3 act: 107; STAT1 blocker: 9; TLR4-MyD88 BLA: 5; G6PDH CS: -7; STAT1 activator: 92; Diaphorase inh: 16

Results for Cc1cccc(NC(=O)c2cccc(C(F)(F)F)c2)c1 ?
STAT3 blocker: 21; Diaphorase act: 0.6; Hsp70 act: 0.3; APP 5UTR inh: -29; STAT3 act: 88; STAT1 blocker: -9; TLR4-MyD88 BLA: 3; G6PDH CS: 9; STAT1 activator: 107; Diaphorase inh: 36

What do the screens show for `COc1ccc2c(c1)c1nnc(SCC(=O)N3CCCCC3C)nc1n2C` (configuration not stated)?
STAT3 blocker: -1; Diaphorase act: 0.8; Hsp70 act: -0.1; APP 5UTR inh: 2; STAT3 act: 103; STAT1 blocker: -7; TLR4-MyD88 BLA: -7; G6PDH CS: 2; STAT1 activator: 107; Diaphorase inh: 20

Results for O=C(Cc1ccccc1)NC(=S)Nc1cc(C(F)(F)F)ccc1Cl ?
STAT3 blocker: 13; Diaphorase act: 0.7; Hsp70 act: 0.0; APP 5UTR inh: -2; STAT3 act: 92; STAT1 blocker: 1; TLR4-MyD88 BLA: -14; G6PDH CS: 4; STAT1 activator: 99; Diaphorase inh: 25

How did CCc1ccc(N(C(=O)c2csnn2)C(C(=O)NCc2ccccc2)c2ccco2)cc1 (configuration not stated) do in these assays?
STAT3 blocker: 9; Diaphorase act: 1.1; Hsp70 act: 0.4; APP 5UTR inh: -3; STAT3 act: 96; STAT1 blocker: -5; TLR4-MyD88 BLA: 4; G6PDH CS: 9; STAT1 activator: 105; Diaphorase inh: -11

Results for CC(C)(C)NC(=O)C(c1ccco1)N(Cc1ccc2c(c1)OCO2)C(=O)Cn1nnc2ccccc21 (configuration not stated) ?
STAT3 blocker: 9; Diaphorase act: 1; Hsp70 act: 0.9; APP 5UTR inh: -19; STAT3 act: 96; STAT1 blocker: -1; TLR4-MyD88 BLA: -6; G6PDH CS: 4; STAT1 activator: 101; Diaphorase inh: 0

Results for COc1ccc(OC2C(=O)N(CCc3ccc(OC)c(OC)c3)C2c2ccc3c(c2)OCO3)cc1 (configuration not stated) ?
STAT3 blocker: -4; Diaphorase act: 0.8; Hsp70 act: -0.3; APP 5UTR inh: -24; STAT3 act: 108; STAT1 blocker: 7; TLR4-MyD88 BLA: 4; G6PDH CS: -20; STAT1 activator: 93; Diaphorase inh: 16

What do the screens show for `Cc1cc(NC(=O)CSc2nc3ccccc3n2CC(=O)N2CCC(C)CC2)no1`?
STAT3 blocker: 14; Diaphorase act: 1.1; Hsp70 act: 0.1; APP 5UTR inh: -7; STAT3 act: 89; STAT1 blocker: 21; TLR4-MyD88 BLA: 5; G6PDH CS: 0; STAT1 activator: 80; Diaphorase inh: -6

What do the screens show for `COc1cc(CNc2ccccc2Oc2cc(=O)n(C)c(=O)n2C)cc(OC)c1OC`?
STAT3 blocker: 10; Diaphorase act: 1; Hsp70 act: -0.4; APP 5UTR inh: -2; STAT3 act: 95; STAT1 blocker: 16; TLR4-MyD88 BLA: -4; G6PDH CS: 10; STAT1 activator: 85; Diaphorase inh: 1

How did Cc1nn(S(=O)(=O)c2ccc([N+](=O)[O-])cc2)c(C)c1Sc1ccccc1 do in these assays?
STAT3 blocker: 18; Hsp70 act: -0.3; APP 5UTR inh: -2; STAT3 act: 93; STAT1 blocker: 4; TLR4-MyD88 BLA: -3; STAT1 activator: 96

Results for COc1ccc(CCC(=O)Nc2cc(S(C)(=O)=O)ccc2Cl)cc1 ?
STAT3 blocker: 1; Diaphorase act: 0.9; Hsp70 act: 0.0; APP 5UTR inh: -8; STAT3 act: 102; STAT1 blocker: 0; TLR4-MyD88 BLA: 10; G6PDH CS: 2; STAT1 activator: 99; Diaphorase inh: 6

Results for Cc1ccc(NC(=O)c2cc3c(s2)CCC3)cc1S(=O)(=O)N1CCOCC1 ?
STAT3 blocker: 35; Diaphorase act: 0.8; Hsp70 act: -0.2; APP 5UTR inh: -11; STAT3 act: 73; STAT1 blocker: -4; TLR4-MyD88 BLA: -3; G6PDH CS: -2; STAT1 activator: 104; Diaphorase inh: 17

How did CCOC(=O)N1CCN(C(=O)c2ccc3c(=O)n(Cc4ccc(Cl)cc4)c(=S)[nH]c3c2)CC1 do in these assays?
STAT3 blocker: 19; Diaphorase act: 0.9; Hsp70 act: 0.1; APP 5UTR inh: -2; STAT3 act: 87; STAT1 blocker: 2; TLR4-MyD88 BLA: 14; G6PDH CS: 2; STAT1 activator: 98; Diaphorase inh: 15

What do the screens show for `COc1ccccc1OCC(=O)OCC(=O)NCCN1C(=O)CSC1=O`?
STAT3 blocker: 6; Diaphorase act: 1; Hsp70 act: -0.3; APP 5UTR inh: 1; STAT3 act: 95; STAT1 blocker: 2; TLR4-MyD88 BLA: -17; G6PDH CS: -3; STAT1 activator: 98; Diaphorase inh: 3

How did Nc1nc(-c2ccccc2)c(C(=O)Nc2ccccc2)s1 do in these assays?
STAT3 blocker: 1; Diaphorase act: 0.8; Hsp70 act: -0.1; APP 5UTR inh: 13; STAT3 act: 103; STAT1 blocker: 8; TLR4-MyD88 BLA: -3; G6PDH CS: 2; STAT1 activator: 94; Diaphorase inh: 15

How did O=C(Nc1cccc(C(=O)O)c1)/C(=C/c1ccc([N+](=O)[O-])cc1)NC(=O)c1ccccc1 do in these assays?
STAT3 blocker: 1; Diaphorase act: 0.9; Hsp70 act: -0.1; APP 5UTR inh: 5; STAT3 act: 104; STAT1 blocker: -9; TLR4-MyD88 BLA: -5; G6PDH CS: 4; STAT1 activator: 107; Diaphorase inh: 9

What do the screens show for `C=CCSc1nnc(CCCCCN2C(=O)c3cccc4cccc(c34)C2=O)o1`?
STAT3 blocker: 9; Diaphorase act: 1; Hsp70 act: -0.2; APP 5UTR inh: -14; STAT3 act: 91; STAT1 blocker: 2; TLR4-MyD88 BLA: -24; G6PDH CS: 0; STAT1 activator: 98; Diaphorase inh: -2

How did CCCCOc1ccccc1P(=O)(O)CP(=O)(c1ccccc1)c1ccccc1 do in these assays?
STAT3 blocker: -4; Diaphorase act: 0.9; Hsp70 act: -0.5; APP 5UTR inh: 0; STAT3 act: 107; STAT1 blocker: 6; TLR4-MyD88 BLA: -12; G6PDH CS: 4; STAT1 activator: 95; Diaphorase inh: 10

Results for COc1cc(-c2nc(-c3cccc(C(F)(F)F)c3)no2)cc(OC)c1OC ?
STAT3 blocker: 11; Diaphorase act: 0.8; Hsp70 act: -0.3; APP 5UTR inh: 10; STAT3 act: 93; STAT1 blocker: -1; TLR4-MyD88 BLA: 2; G6PDH CS: -38; STAT1 activator: 101; Diaphorase inh: 23

How did O=S(=O)(c1ccc(F)c(F)c1)N1CCN(Cc2ccc3c(c2)OCO3)CC1 do in these assays?
STAT3 blocker: 6; Diaphorase act: 0.8; Hsp70 act: -0.1; APP 5UTR inh: 4; STAT3 act: 103; STAT1 blocker: 4; TLR4-MyD88 BLA: -9; G6PDH CS: 10; STAT1 activator: 96; Diaphorase inh: 22

How did COc1ccc(CN(CC2CCCO2)S(=O)(=O)c2ccc(C(=O)O)cc2)cc1OC (configuration not stated) do in these assays?
STAT3 blocker: 3; Diaphorase act: 1; Hsp70 act: -0.2; APP 5UTR inh: 34; STAT3 act: 101; STAT1 blocker: 2; TLR4-MyD88 BLA: 11; G6PDH CS: 4; STAT1 activator: 98; Diaphorase inh: 2

How did CC(C)(C)OC(=O)NCCc1nnc(SCc2ccc(Cl)cc2)o1 do in these assays?
STAT3 blocker: 2; Diaphorase act: 0.9; Hsp70 act: -0.2; APP 5UTR inh: 16; STAT3 act: 103; STAT1 blocker: -1; TLR4-MyD88 BLA: 5; G6PDH CS: 10; STAT1 activator: 101; Diaphorase inh: 14

Screening data as filed in PubChem BioAssay.
